Compound activity deposited in PubChem BioAssay by several laboratories.
FLuc inh counter – counter-screen for luciferase assay inhibitors: firefly luciferase inhibition; P08659; ATPLite firefly luciferase biochemical luminescence, 10 min; inhibition, % at 10 µM; 200,000 tested, 1.5% active; AID 1006;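 active means inhibition above about 50% when tested at 10 µM, limit read from the data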
Target sequence (P08659 whole entry, looked up): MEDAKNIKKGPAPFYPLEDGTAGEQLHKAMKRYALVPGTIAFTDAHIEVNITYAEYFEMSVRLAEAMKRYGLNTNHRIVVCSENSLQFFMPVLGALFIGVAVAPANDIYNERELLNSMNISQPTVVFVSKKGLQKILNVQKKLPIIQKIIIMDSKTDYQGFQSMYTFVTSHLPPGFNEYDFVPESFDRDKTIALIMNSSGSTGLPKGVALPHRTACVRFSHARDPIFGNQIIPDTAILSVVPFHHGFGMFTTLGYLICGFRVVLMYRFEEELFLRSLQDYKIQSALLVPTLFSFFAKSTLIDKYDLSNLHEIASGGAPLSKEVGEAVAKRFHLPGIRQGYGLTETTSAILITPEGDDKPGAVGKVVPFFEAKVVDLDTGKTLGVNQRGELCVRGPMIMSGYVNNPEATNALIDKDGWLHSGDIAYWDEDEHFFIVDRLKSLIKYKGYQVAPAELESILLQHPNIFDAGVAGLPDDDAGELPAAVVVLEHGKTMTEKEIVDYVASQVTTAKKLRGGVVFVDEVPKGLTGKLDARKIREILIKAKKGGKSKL
TNAP act hiacc – increases human TNAP activity under high phosphate acceptor concentration. purified TNAP, CDP-star luminescence, 1 M DEA, 30 min; active compounds read high; 0 = EDTA background, 1 = DMSO-only activity. activation factor at 20 µM. 200,000 tested, under 10 active. AID 1136;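 active means activation factor at least 2 at 20 µM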
Target sequence (P05186 whole entry, looked up): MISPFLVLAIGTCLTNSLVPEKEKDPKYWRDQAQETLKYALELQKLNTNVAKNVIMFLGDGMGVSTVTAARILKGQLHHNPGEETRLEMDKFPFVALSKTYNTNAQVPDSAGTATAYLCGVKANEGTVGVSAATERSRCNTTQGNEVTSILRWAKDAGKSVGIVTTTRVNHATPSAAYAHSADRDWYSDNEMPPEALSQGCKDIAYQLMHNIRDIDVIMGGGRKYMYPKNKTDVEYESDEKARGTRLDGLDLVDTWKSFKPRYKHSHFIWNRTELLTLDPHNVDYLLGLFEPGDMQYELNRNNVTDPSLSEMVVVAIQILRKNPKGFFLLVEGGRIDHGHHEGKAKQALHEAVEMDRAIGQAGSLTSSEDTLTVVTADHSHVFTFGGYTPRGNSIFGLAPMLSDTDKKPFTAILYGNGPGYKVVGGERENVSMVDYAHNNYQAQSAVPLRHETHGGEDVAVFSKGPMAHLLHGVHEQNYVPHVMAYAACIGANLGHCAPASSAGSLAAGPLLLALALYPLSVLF
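system = human TNAP | amount = enzyme diluted 1/800 final | reagent = 100 µM CDP-star substrate | signal = luminescent substrate turnover signal | dosing = one dose, 20 µM | benchmarks = EDTA negative control, DMSO positive control | measure = activation factor | timing = 30 min reaction, room temperature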
TNAP inh hi DEA – blocks human TNAP under high phosphate acceptor concentration. 200,000 tested, 0.03% active. P05186. inhibition, % at 20 µM. purified TNAP, CDP-star luminescence, 1 M DEA. AID 1135;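 active means over 50% inhibition of tissue-nonspecific alkaline phosphatase at 20 µM in the single-dose screen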;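 further: plate controls were DMSO wells for no effect and EDTA-quenched wells as full inhibition for full effect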
TNAP inh noacc – blocks human TNAP activity with no phosphate acceptor present; P05186; purified TNAP, CDP-star luminescence, 30 min; inhibition, % at 20 µM; 200,000 tested, 0.26% active; AID 1012;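 active means tissue-nonspecific alkaline phosphatase inhibition above about 50% at 20 µM in the single-dose screen, limit read from the data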;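 further: 0% = DMSO negative control and 100% = EDTA positive control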
NF-kB expr up – NF-kB expression increase, human neuronal cells; NF-kB reporter expression; active compounds read high; 190,000 tested, 1.6% active; fold change at 12.5 µM; in the data active means fold change above about 3.3
PMI act – activators of human phosphomannose isomerase | purified human PMI, coupled resazurin fluorescence, 20 min; active compounds read high; 1 = vehicle control, 0 substrate-free wells | AID 1214 | activation factor at 20 µM | 190,000 tested, 0.005% active;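 active means activation factor of 2 or more at 20 µM, relative to plate controls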
APP 5'UTR act – APP 5'UTR luciferase reporter activation | SH-SY5Y APP 5'UTR luciferase reporter, luminescence; zero percent = DMSO vehicle wells | activation, % at 2 µM | 190,000 tested, 1% active | AID 1276;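 active means activation above a set limit, based on mean plus 3 SD of controls, cut at about 140% in these data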; further: values of inactives mirror those of a sister screen read the other way
bIAP act – intestinal alkaline phosphatase (bovine) activation; purified bovine IAP, CDP-star luminescence, 30 min; active compounds read high; fold of DMSO-control signal, blank-subtracted; activation factor at 20 µM; 200,000 tested, 0.17% active; AID 1016;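 active means activation factor of 2 or more at 20 µM, a signal rise over negative controls twice the positive control's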
PMI act satM6P – activators of human phosphomannose isomerase at near-saturating mannose 6-phosphate. 190,000 tested, 0.34% active. activation factor at 20 µM. P34949. coupled PMI enzyme assay, resazurin fluorescence, 20 min; active compounds read high; 1 = untreated enzyme, 0 = substrate-free blank;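 active means activation factor of 2 or more at 20 µM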
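Test system: Human PMI in coupled enzyme assay | Input: 15 ng/mL PMI | Medium: HEPES-buffered pH 7.4 with magnesium and detergent | Compound: One concentration, 20 µM, in 1% DMSO | Incubation: Enzyme reaction with compound 20 min at room temperature | Detection: Diaphorase-driven resazurin-to-resorufin fluorescence, excitation 544, emission 590 nm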
FLuc act counter – affects firefly luciferase, flagging false hits in luciferase stimulation screens; 200,000 tested, under 10 active; activation factor at 10 µM; P08659; AID 1027; ATPlite luciferase biochemical, luminescence, 10 min; 0 = ATP-free wells, 1 = DMSO control;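 active means luciferase activation factor, scaled between plate controls, of at least 2 with compound at 10 µM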
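System: cell-free luciferase reagent; medium: PBS as buffer for the ATP substrate; doses: test compounds dosed from 2 mM stocks in 100% DMSO; incubation: 10 min, room temperature; measured by: luminescence from luciferase reaction; read-out: luciferase activation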
* marks the source's active call; other numbers are inactive results; nt = not tested or not shown. Not all compounds are listed; count on the stated rates, not on these rows.

Molecule	FLuc inh counter	TNAP act hiacc	TNAP inh hi DEA	TNAP inh noacc	NF-kB expr up	PMI act	APP 5'UTR act	bIAP act	PMI act satM6P	FLuc act counter
CCOP(=O)(OCC)C(O)c1ccc(OC)c(OC)c1 (stereo not given)	-7	1	-4	-11	1.1	1	0	1	1	1.1
COc1ccc(CCNC2CCCCC2)cc1OC	-4	1	-1	-4	0.98	1	-7	1	1	1
CN1C(=O)C(Cc2ccc3c(c2)OCO3)C(=O)N(C)C1=O	1	1	-4	0	1	0.9	9	0.9	1	1
CCOc1ccc(/C=C2/C(=O)NC(=O)N(CCc3ccc(F)cc3)C2=O)cc1	-7	1	-1	-2	1.3	0.9	-14	0.9	1	1.1
O=C(CN1CC(c2ccccc2)CC1=O)NCc1ccc(F)cc1 (stereo not given)	-7	1	-2	-5	1	1	18	0.9	1	1.1
Cc1cc(Br)ccc1N1C(=O)CC(=O)NC1=O	-9	1.1	-6	-15	1.4	1	29	0.6	1	1.1
COc1ccc(CC2(CCc3ccncc3)C(=O)NC(=O)NC2=O)cc1	-6	1	-3	-8	0.94	nt	-10	0.9	nt	1.1
CC1(C)CC(n2[nH]c(=O)c3c2NC(=O)CSC3c2ccc(F)cc2)CCO1 (stereo not given)	-1	1	-4	-16	1	1	-14	0.9	0.9	1
COCCN1C(=O)NC(=O)/C(=C\c2ccc(F)cc2)C1=O	-11	1	-4	-2	1.2	1	2	1.1	1	1.1
CN(C)CC1CSCCC1(O)c1ccc(Cl)cc1 (stereo not given)	-10	1	-5	-4	1.1	1.2	2	0.9	1	1.1
CN1C(=O)c2ccccc2NC(=O)C1Cc1ccccc1 (stereo not given)	-9	1	-2	62*	1.2	1.1	-13	0.9	1.1	1.1
COc1ccc2c(c1OC)C(=O)OC2c1c(O)n(C2CCCCC2)c(=O)[nH]c1=O (stereo not given)	-6	1	-2	-8	1.1	0.9	6	1	0.9	1.1
CCN(CC)c1ccc(N=Cc2c(O)n(CCc3ccc(OC)c(OC)c3)c(=O)[nH]c2=O)cc1	12	0.9	8	-2	0.8	0.5	0	0.9	0.4	0.9
Clc1cccc(CN2CCCCC2c2cccnc2)c1 (stereo not given)	4	1	-3	-11	nt	1.1	1	0.9	1.1	1
CC(=O)N1CN2CN(C(C)=O)CC(C(=O)c3ccc([N+](=O)[O-])cc3)(C2)C1	-6	1.1	-5	-9	0.99	1	1	1.1	1	1.1
Cc1nn(Cc2ccccc2)c(C)c1C(=O)OCC(=O)Nc1cccc(S(N)(=O)=O)c1	-1	1	1	-2	1.2	1	-14	0.9	0.9	1
Cc1ccc(N2C(=O)NC(=O)/C(=C\c3ccc([N+](=O)[O-])o3)C2=O)cc1	-2	0.9	10	19	0.99	1.2	-11	0.9	0.8	1
O=c1[nH]c(=O)n(Cc2ccccc2)c(O)c1/C=C1\C=Nc2ccccc21	-5	1	4	14	1.4	1	8	1.2	0.7	1.1
O=[N+]([O-])c1ccccc1CNCCc1ccc(F)cc1	-6	1.1	-6	-12	1.7	1	-29	1	1	1.1
CN(C)C1=C(C#N)C(c2ccccc2)=NP(N(C)C)(N(C)C)=N1	-5	1	-2	-12	1.2	1	-7	1	1.1	1.1
O=c1c2ccccc2nc(-c2ccccc2)n1-c1ccncc1	-8	1	-1	6	1.2	1	-3	0.9	1	1.1
O=C1NC(=O)[C@]2(Cc3ccccc3N3CCN(c4ccccc4)CC32)C(=O)N1Cc1ccccc1 (stereo not given in full)	-5	1	-1	-4	0.77	1.6	9	1	2.1*	1
CCN(CC)c1ccc(N=Cc2c(O)n(-c3ccc(Cl)cc3)c(=O)[nH]c2=O)cc1	-5	1	0	-2	0.95	0.8	11	1	0.6	1
CCC(CO)Nc1ccc([N+](=O)[O-])c2cccnc12 (stereo not given)	-7	0.8	16	15	1.2	0.9	-1	0.5	0.6	1.1
COCc1ccc(CN2CCCC(C(=O)c3sccc3C)C2)o1 (stereo not given)	-6	1	-4	-7	1.1	1	-10	1.1	1	1.1
COC(=O)C(O)(c1ccc(N(C)C(=O)COc2ccccc2)cc1)C(F)(F)F (stereo not given)	-1	1	-1	3	1.2	0.9	-11	0.9	0.9	1
COc1ccc(N=Cc2c(O)n(CC3CCCO3)c(=O)[nH]c2=O)cc1 (stereo not given)	2	1	-1	5	1.1	1.2	4	0.8	1	1
O=C(NCc1ccc(C(=O)N2CCC3(CC2)OCCO3)cc1)c1ccc2c(c1)OCO2	-7	1.1	-7	-4	1	0.9	-1	1	1	1.1
C[N+]12CCC(CC1)C(C(O)(c1ccccc1)c1cccs1)C2 (stereo not given)	-3	1	-1	-4	4.1*	0.7	-7	0.8	0.8	1
CCC(C)C1(CC)C(=O)NC(=O)N=C1N (stereo not given)	-1	1.1	-6	8	0.99	1.1	1	0.8	1.1	1
O/N=C1/C(=C\c2ccccc2)N2CCC1CC2	-5	1.1	-7	-8	1.2	0.9	1	1	0.9	1.1
c1cncc(C2CC(c3cccs3)n3ncnc3N2)c1 (stereo not given)	-1	1	-2	-12	1.2	1	0	0.9	1	1
CCc1ccc(N2C(=O)NC(=O)/C(=C\c3cccn3CCOc3ccc(C(C)C)cc3)C2=O)cc1	-11	0.9	9	20	1.2	1.1	55	1.1	1.1	1.1
CC(C)OCCCNC(=O)c1c(N)n(Cc2cccs2)c2nc3ccccc3nc12	-3	1	1	-18	0.61	0.7	-22	1.1	0.4	1
CN1C(=O)COc2c(C(=O)NC3CN4CCC3CC4)cc(Cl)cc21 (stereo not given)	-4	1.1	-7	-9	nt	1	nt	1.1	0.8	1
O=C1NC(=O)N(c2ccc(F)cc2)C(=O)/C1=C/c1ccsc1	-4	1.1	-5	-16	1.1	1.2	7	1	1.3	1
Cc1ccsc1C(=O)C1CCCN(Cc2cnc(N3CCCC3)s2)C1 (stereo not given)	-3	1	-2	-6	1	1	4	1.1	1	1
COc1cc(/C=C/C(=O)c2c(O)n(CCc3ccccc3)c(=O)[nH]c2=O)ccc1O	56*	0.9	12	11	2.8	1	4	0.2	1.1	0.4
COc1ccc(C(O)c2ccccc2OP(=O)(N(C)C)N(C)C)cc1 (stereo not given)	-11	1	-2	-17	0.97	1.1	-3	0.8	1	1.1
O=C1/C(=C\c2cc3c(cc2Cl)OCO3)N2CCC1CC2	6	0.9	14	-12	0.9	0.6	19	1.1	0.4	0.9

Part of the list above in order of number of heavy atoms, high to low.
Molecule	FLuc inh counter	TNAP act hiacc	TNAP inh hi DEA	TNAP inh noacc	NF-kB expr up	PMI act	APP 5'UTR act	bIAP act	PMI act satM6P	FLuc act counter
CCc1ccc(N2C(=O)NC(=O)/C(=C\c3cccn3CCOc3ccc(C(C)C)cc3)C2=O)cc1	-11	0.9	9	20	1.2	1.1	55	1.1	1.1	1.1
COc1ccc(N=Cc2c(O)n(CC3CCCO3)c(=O)[nH]c2=O)cc1 (stereo not given)	2	1	-1	5	1.1	1.2	4	0.8	1	1
COCc1ccc(CN2CCCC(C(=O)c3sccc3C)C2)o1 (stereo not given)	-6	1	-4	-7	1.1	1	-10	1.1	1	1.1
O=C1/C(=C\c2cc3c(cc2Cl)OCO3)N2CCC1CC2	6	0.9	14	-12	0.9	0.6	19	1.1	0.4	0.9

New compounds follow
Molecule	FLuc inh counter	TNAP act hiacc	TNAP inh hi DEA	TNAP inh noacc	NF-kB expr up	PMI act	APP 5'UTR act	bIAP act	PMI act satM6P	FLuc act counter
Cc1cccc(C)c1OC(=O)Cc1ccccc1	-4	1	1	15	1.1	0.9	-13	0.9	0.9	1
CC12CN3CN(C1)CC(C)(C3)C2=NO	-7	1	2	-4	1.2	1.1	7	1.1	1.1	1.1
Cc1ccc2c(CN3CC=C(c4ccccc4)CC3)cc(=O)oc2c1C	-6	1	-1	6	1	1	4	0.9	1	1.1
C=CCn1c(O)c(C(C)=NCCN2CCOCC2)c(=O)[nH]c1=O	-8	1	-3	1	1.3	1.1	-1	1.1	1.1	1.1
O=C1/C(=C/c2cc3c(cc2Cl)OCO3)N2CCC1CC2	-1	0.9	14	-6	0.89	0.9	-5	1	0.5	1
CC(=O)c1cccc(NC2=NCC(C)S2)c1 (stereo not given)	-7	1.1	-5	15	1.6	1.1	10	0.9	1.1	1.1
CCNCC1(c2ccc(OC)c(OC)c2)CCCC1	-7	1.1	-7	-11	1.3	1	8	1.1	0.9	1.1
O=C(Cc1ccccc1)N1CCN(CC2CC=CCC2)CC1 (stereo not given)	-3	1	-4	-11	1	0.9	-41	1.1	1	1
COC(=O)C(O)(c1ccc(NC(=O)c2ccco2)c(OC)c1)C(F)(F)F (stereo not given)	-10	1	-4	-2	1.6	1	21	0.9	0.9	1.1
COc1cccc(-n2c(CN3CCN(C)CC3)nc3ccc([N+](=O)[O-])cc3c2=O)c1	-2	1	-2	-7	1.3	0.7	14	1	0.7	1
CCOC(=O)C(NC(C)=O)C(OC(C)=O)c1cccc(N(CCCl)CCCl)c1 (stereo not given)	-2	1	-2	-8	0.9	1.6	-3	1.1	2*	1
COc1ccc(/C=N\N=C(N)N)cc1	-1	1	-2	-1	1.3	1	7	1.1	1	1
Cc1ccc(-n2c(O)c(C=Nc3ccc(S(=O)(=O)N(C)C)cc3)c(=O)[nH]c2=O)cc1	-8	1	-3	-3	1.3	1.1	-2	0.9	1.3	1.1
O=C(O)c1cn(Cc2ccccc2)nc1-c1ccccc1	-6	1	-2	-10	0.98	1.1	-4	1	1	1.1
CCOP(=O)(OCC)C(C)(C)NC(=O)C(Cl)(Cl)Cl	-3	1	1	-6	0.99	1	-6	1	1	1
CCOC(=O)c1ccc(N=Cc2c(O)n(-c3ccccc3F)c(=S)[nH]c2=O)cc1	-3	1	0	20	1	1.3	18	1.7	1.5	1
CC1CC(OP(O)(=S)c2ccc(N(C)C)cc2NC(=O)c2cccs2)CC(C)(C)C1 (stereo not given)	0	1	-4	-11	1.4	0.4	9	0.9	0.6	1
O=C(c1cccc(C(F)(F)F)c1)C1CCCN(Cc2ncc[nH]2)C1 (stereo not given)	-2	1	0	-2	0.95	0.9	4	1	0.9	1
O=c1c2ccccc2nc(-c2ccccc2)n1-c1nccs1	-5	1.1	-6	-11	1.2	1.1	-2	1	1	1.1
CP(=O)(O)CN1CCCCC1	-3	1	-4	-2	1.2	1.2	6	1.2	1.1	1
CN(C)/C=C1/C(=O)NC(=O)N(CCNc2ncc(C(F)(F)F)cc2Cl)C1=O	0	1	3	-3	1.2	0.9	2	1	0.8	1
CCOC(=O)CC(NC(=O)C(Cc1ccc(N(CCCl)CCCl)cc1)NC(C)=O)C(=O)OCC (stereo not given)	-6	1	-1	-9	2.1	nt	-86	1.2	nt	1.1
